DT40 TDP1 CPT – growth inhibition of DT40 Tdp1-/-;hTDP1 cells with camptothecin (screen for TDP1 inhibitors) | chicken DT40 Tdp1-/-;hTDP1 cells + 20 nM CPT, ATP luminescence, 48 h | Potency, µM (highest dose often 46.2 µM), inactives show top-dose activity change, negative = growth inhibition, most hits filed as inhibitors | 12% of 420,000 active | AID 686979; also: nearly all actives have a fitted effect of over 55% in size
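Chicken DT40 Tdp1-/- cells complemented with human TDP1, 400 cells/well, exposed to compounds plus 20 nM camptothecin for at least 48 h at 37 C; viability read as ATP content by CellTiter-Glo luminescence.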
DT40 TDP1 no CPT – qHTS for Inhibitors of human tyrosyl-DNA phosphodiesterase 1 (TDP1): qHTS in cells in absence of CPT. 15% of 420,000 active. Potency, µM (series often up to 46.2 µM), without a hit: top-dose activity change, negative = growth inhibition, usual class: inhibitors. DT40 Tdp1-/- hTDP1 cells, no CPT, ATP luminescence, 48 h; also: nearly all actives have a fitted effect of over 55% in size
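Seeded 400 DT40-hTDP1 cells/well (vehicle DMSO, no 20 nM CPT); pinned compounds; ≥48 hr at 37 °C; CellTiter-Glo luminescence as viability measure.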
GCN5L2 inh – blocks human GCN5L2 histone acetyltransferase; 0.21% of 390,000 active; GCN5L2 HAT assay, ThioGlo1 CoA-SH fluorescence; AID 504327; Q92830; Potency, µM (top dose mostly 58.9 µM), for the others: top-dose activity change, negative = inhibition, actives largely listed as inhibitors
Target sequence (Q92830 whole entry, looked up): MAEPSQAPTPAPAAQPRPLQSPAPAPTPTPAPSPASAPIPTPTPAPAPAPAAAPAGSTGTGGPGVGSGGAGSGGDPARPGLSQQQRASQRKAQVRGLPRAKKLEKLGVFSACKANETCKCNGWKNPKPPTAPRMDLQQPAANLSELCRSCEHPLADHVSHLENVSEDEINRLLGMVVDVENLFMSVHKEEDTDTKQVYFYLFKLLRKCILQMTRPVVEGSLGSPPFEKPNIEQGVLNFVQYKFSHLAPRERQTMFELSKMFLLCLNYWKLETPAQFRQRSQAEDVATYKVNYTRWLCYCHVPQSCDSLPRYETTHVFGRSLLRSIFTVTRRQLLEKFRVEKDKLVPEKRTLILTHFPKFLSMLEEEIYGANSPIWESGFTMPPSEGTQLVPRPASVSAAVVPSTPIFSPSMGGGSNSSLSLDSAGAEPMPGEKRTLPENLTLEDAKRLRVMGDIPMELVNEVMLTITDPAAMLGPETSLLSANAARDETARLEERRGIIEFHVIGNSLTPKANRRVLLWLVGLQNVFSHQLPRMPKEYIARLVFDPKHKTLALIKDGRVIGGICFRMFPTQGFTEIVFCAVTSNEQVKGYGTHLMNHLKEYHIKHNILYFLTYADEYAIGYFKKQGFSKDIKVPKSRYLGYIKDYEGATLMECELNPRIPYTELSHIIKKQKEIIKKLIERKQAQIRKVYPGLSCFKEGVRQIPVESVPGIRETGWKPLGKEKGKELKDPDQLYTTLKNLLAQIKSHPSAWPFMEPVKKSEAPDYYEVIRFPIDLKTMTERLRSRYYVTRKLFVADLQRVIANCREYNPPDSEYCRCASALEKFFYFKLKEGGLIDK
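Enzyme at 20nM final was mixed with library compounds for 15 min at room temperature. Peptide H3(1-25) at 75uM, acetyl-CoA at 70uM and ThioGlo1 at 50uM were then added. Plates were read immediately and after 20 min (Ex340nm/Em540nm).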
An asterisk follows results filed as active; u = inconclusive; x = not tested or not shown; & = joins results of further samples. Calls follow the shape of the dose curve; as a rule, active = well fitted curve in the direction sought with a large enough effect; inconclusive = small, poorly fitted or top-dose-only effect, or another doubt; inactive = no such curve, though single readings can be large; an effect the other way counts as inactive or inconclusive. % is scaled to controls: 0 for no effect and ±100 for the full control effect; potency is read from the fitted curve at half-maximal effect.

SMILES | DT40 TDP1 CPT | DT40 TDP1 no CPT | GCN5L2 inh
Cc1ccc(CN2CCN(C(=O)c3cccc4ccccc34)CC2)cc1 | u | 23µM* | -4%
CCOC(=O)CSc1n[nH]c(-c2cccnc2)n1 | 6% | -16% | 0%
Oc1cccc(/C=N/n2c(C3CCCCC3)n[nH]c2=S)c1 | 7% | -22% | 5%
O=C(O)c1ccc(CNC(=O)c2ccc(C(F)(F)F)cc2)cc1 | -21% | -3% | -6%
Cc1cc(C(=O)N2CCCC(N3CCN(Cc4ccc5c(c4)OCO5)CC3)C2)n[nH]1 (stereo not given) | 1% | 26% | -1%
COc1cc(/C=C2\C(=N)N3N=C(S(C)(=O)=O)SC3=NC2=O)ccc1OCCOc1ccc(C)cc1 | -25% | -12% | 4%
O=C(C1CC1)N1CCc2cc(Br)cc(S(=O)(=O)NCc3ccco3)c21 | -10% | -22% | -1%
CC1CCN(C(=O)c2ccc(N3C(=O)C4CCC(C)CC4C3=O)cc2)CC1 (stereo not given) | 5% | -20% | -7%
COc1ccc(CCNS(=O)(=O)c2cnc(Cl)c(Br)c2)cc1OC | -12% | -11% | -18%
CCN1CCN(S(=O)(=O)c2ccc(Cl)c(C(=O)NCc3ccco3)c2)CC1 | 15% | -4% | -18%
CN(/C=C1/C(=O)CNC1=O)CCO | u | u | -10%
O=C(O)c1ccc(/C=C2\SC(=S)N(NC(=O)c3ccccc3[N+](=O)[O-])C2=O)cc1 | -3% | -6% | -11%
CCCCOC(=O)c1ccc(NC(=O)C(=O)NCc2ccco2)cc1 | 0% | -24% | -4%
CCCP(=O)(CC(=O)O)c1ccccc1 (stereo not given) | -11% | -5% | 7%
Cc1cc(N2CCCCC2)nc(-c2ccc(Br)cc2)n1 | u | u | -3%
CN(C)Cc1ccccc1-c1cc(N(C)Cc2ccco2)ncn1 | -3% | -3% | -12%
C=CCn1c(COc2cccc3cccnc23)nnc1SCC(=O)OC | -14% | 2% | -2%
O=[N+]([O-])c1ccc(Cl)c(/C=N/N2CCN(Cc3ccccc3)CC2)c1 | -6% | 9% | -14%
O=C(Cn1c(CC(=O)N2CCOCC2)nc2ccccc21)Nc1ccc2c(c1)OC(F)(F)O2 | u | -26% | 5%
N#Cc1c(NCc2ccccc2)ccnc1NCc1cccnc1 | 23µM* | 8.2µM* | -10%
CC(C)C(=O)Nc1c2c(nc3ccccc13)N(C)CC2 | -15% | -14% | -2%
COc1ccc(-c2nc3cnc(Nc4ccccc4)nc3n(CCC#N)c2=O)cc1 | 1% | 2% | u
CCC(C)Sc1cccc(-c2nc3ccc(Cl)cn3c2NCc2ccccc2)c1 (stereo not given) | 23µM* | 16µM* | -11%
O=C(Nc1cnn(Cc2ccc(F)cc2)c1)c1cc2nc(-c3ccco3)cc(C(F)(F)F)n2n1 | -6% | -9% | -3%
Cc1ccc2cc(C#N)c(SCC(=O)N3CCCc4ccccc43)nc2c1C | 21µM* | 8.2µM* | -7%

13 of the compounds above, as comma-separated lines.
molecule,DT40 TDP1 CPT,DT40 TDP1 no CPT,GCN5L2 inh
Cc1ccc(CN2CCN(C(=O)c3cccc4ccccc34)CC2)cc1,u,23µM*,-4%
CCOC(=O)CSc1n[nH]c(-c2cccnc2)n1,6%,-16%,0%
Oc1cccc(/C=N/n2c(C3CCCCC3)n[nH]c2=S)c1,7%,-22%,5%
O=C(O)c1ccc(CNC(=O)c2ccc(C(F)(F)F)cc2)cc1,-21%,-3%,-6%
Cc1cc(C(=O)N2CCCC(N3CCN(Cc4ccc5c(c4)OCO5)CC3)C2)n[nH]1 (stereo not given),1%,26%,-1%
COc1cc(/C=C2\C(=N)N3N=C(S(C)(=O)=O)SC3=NC2=O)ccc1OCCOc1ccc(C)cc1,-25%,-12%,4%
O=C(C1CC1)N1CCc2cc(Br)cc(S(=O)(=O)NCc3ccco3)c21,-10%,-22%,-1%
CC1CCN(C(=O)c2ccc(N3C(=O)C4CCC(C)CC4C3=O)cc2)CC1 (stereo not given),5%,-20%,-7%
COc1ccc(CCNS(=O)(=O)c2cnc(Cl)c(Br)c2)cc1OC,-12%,-11%,-18%
CCN1CCN(S(=O)(=O)c2ccc(Cl)c(C(=O)NCc3ccco3)c2)CC1,15%,-4%,-18%
CN(/C=C1/C(=O)CNC1=O)CCO,u,u,-10%
O=C(O)c1ccc(/C=C2\SC(=S)N(NC(=O)c3ccccc3[N+](=O)[O-])C2=O)cc1,-3%,-6%,-11%
CCCCOC(=O)c1ccc(NC(=O)C(=O)NCc2ccco2)cc1,0%,-24%,-4%

Further entries follow:
SMILES | DT40 TDP1 CPT | DT40 TDP1 no CPT | GCN5L2 inh
CCOC(=O)C1=C(O)/C(=C/c2cc(OC)c(OC)c(OC)c2)SC1=Nc1ccc(OC)cc1 | u | 21µM* | -4%
CC#CCN(Cc1ccco1)C(=O)C1CCC(=O)N(Cc2ccccc2F)C1 (stereo not given) | u | u | -8%
N/C(=N\OC(=O)/C=C/c1ccccc1)c1ccncc1 | -18% | 8% | -14%
COc1ccc(C2c3c(C)nn(-c4ccccc4)c3NC(=O)N2c2ccccc2)cc1 (stereo not given) | 0% | -27% | -6%
NC1=NC(=Nc2cccc(S(=O)(=O)N3CCOCC3)c2)c2ccccc21 | u | -29% | -3%
CCCCSc1nnc2c(n1)OC(C)N(C(C)=O)c1ccccc1-2 (stereo not given) | 3% | u | -2%
Cc1nc(-c2ccccc2)sc1C1(C)CC(c2cccc(F)c2)=NO1 (stereo not given) | -2% | -5% | x
COc1ccc(CC(=O)Nc2ccc(S(=O)(=O)N3CCCCC3)cc2)cc1OC | u | u | -12%
Cc1ccc(S(=O)(=O)NCC(=O)N2CCCCC2)cc1 | 0% | 1% | -2%
Cc1[nH]n(-c2ccccc2)c(=O)c1C(c1cccc([N+](=O)[O-])c1)c1c(C)[nH]n(-c2ccccc2)c1=O | u | 21µM* | 1%
COc1ccccc1C(CNC(=O)c1ccc(NS(=O)(=O)c2ccc(F)c(C)c2)cc1)N(C)C (stereo not given) | -13% | -10% | -5%
O=C(O)CNC(=O)CC12CC3CC(CC(C3)C1)C2 | -1% | -3% | -12%
NNC(=O)Cc1csc(-c2ccccc2)n1 | -10% | u | 0%
CC(=O)c1c(OC(=O)c2ccco2)c2ccccc2n1C | u | u | -4%
Cc1ccc(NC(=O)CN2C(=O)c3ccccc3Sc3ccc(C(=O)N4CCOCC4)cc32)cc1C | 0% | 1% | 2%
Cc1ccn2c(NCc3ccc4c(c3)OCO4)c(-c3ccc(O)cc3)nc2c1 | -12% | -14% | -4%
CC1CC(C)CN(C(=O)COC(=O)c2ccc([N+](=O)[O-])o2)C1 (stereo not given) | u | u | -2%
COc1ccc(CCCCCCOCc2ccccc2)cc1 | -3% | 15% | -11%
CCc1ccc(C(=O)CN(C#N)c2nc(C)cc(C)n2)cc1 | u | u | 1%
CC(=O)c1sc2c(c1OC(=O)c1ccc(Cl)cc1Cl)c(=O)n(-c1ccccc1)c(=S)n2-c1ccccc1 | u | 21µM* | 0%
O=C1c2ccccc2C(=O)N1c1cccc2ccccc12 | 7% | -4% | -1%
O=c1c2oc3ccccc3c2n(Cc2cccc(Cl)c2)c(=O)n1Cc1ccco1 | 16µM* | 16µM* | -8%
Cc1nc(SCC(=O)c2ccc(F)cc2)n[nH]1 | -2% | -13% | 22µM*
Cc1ccc(C)c(NC(=O)Cn2nc(C)c3ccccc3c2=O)c1 | -17% | 3% | 0%
CCOc1ccc(-c2nn(CC(=O)NC3CCCC3)c3c2cnc2ccc(C)cc23)cc1 | -3% | 3% | 0%

Going on with the list:
SMILES | DT40 TDP1 CPT | DT40 TDP1 no CPT | GCN5L2 inh
Cc1ccc(-c2csc(N3C(=N)SCC3=O)n2)cc1 | -27% | u | -6%
O=C(O)/C=C\c1cc2c(cc1[N+](=O)[O-])OCO2 | 3% | 0% | 2%
O=c1cc(COc2ccccc2Cl)nc2scc(-c3ccccc3)n12 | u | u | -22%
O=C(Cn1c(=O)n(-c2ccccc2)c(=O)c2c3c(sc21)CCC3)c1ccc(F)cc1 | u | -69% | -1%
C=CCC[C@@H](Cc1ccc(F)cc1)C(=O)OC[C@@H]1CCCN1C(=O)[C@@H](CC=C)CC(=O)N(CCO)Cc1ccccc1 | 16µM* | 18µM* | -6%
CCCCn1nnnc1C(c1ccccc1)N1CCN(C)CC1 (stereo not given) | 2% | -14% | x
COc1ccccc1OC(C)C(=O)Nc1ccc(-c2nc3ccccc3s2)cc1 (stereo not given) | -26% | u | -5%
COc1ccc2c(c1)OC[C@H]1[C@H]2N2C(=O)CN(CC3CCCO3)C(=O)[C@@]2(C)[C@H]1c1ccccc1 (stereo not given in full) | -33% | -17% | 0%
CCCOc1cccc(C2/C(=C(/O)c3ccc(OC)cc3)C(=O)C(=O)N2CCN(C)C)c1 (stereo not given) | -17% | -8% | -12%
CCCS(=O)(=O)N1CCN(C(=O)c2cccs2)CC1 | -6% | -6% | -21%
O=C(c1ccc(F)cc1)N1CCN(C2CCCCC2)CC1 | 5% | 8% | 0%
COC(=O)N1CCCCC1c1cc(C(=O)Nc2cccc3c2CCCC3)no1 (stereo not given) | u | u | x
C(=C\c1ccccc1)/C=N/N1CCN(Cc2ccccc2)CC1 | -6% | u | -10%
O=C(COc1ccc(/C=N/NC(=O)CSCc2ccc([N+](=O)[O-])cc2)cc1)NCc1ccco1 | u | u | -5%
COc1cc(C(=O)Nc2ccc3nc4n(c(=O)c3c2)CCCCC4)cc(OC)c1OC | u | 23µM* | -2%&-1%
CCN(C(=O)CSc1ncn[nH]1)C1CCCCC1 | -18% | -11% | -4%
CCOC(=O)N1CCN(Cc2ccc3c(c2)CN(C(=O)c2ccc(C#CC(C)(C)O)o2)CCO3)CC1 | u | 9.2µM* | x
CCOc1ccc(NC(=O)Cn2cc(C(=O)c3ccc(OCC)cc3)c(=O)c3cc4c(cc32)OCCO4)cc1 | 13µM* | 5.8µM* | -9%
COc1cccc2cc(-c3nnc(Nc4ccccc4C)s3)c(=O)oc12 | u | 8.2µM* | -4%
O=C(CCCc1nc(-c2ccccc2Cl)no1)NC1CCCCC1 | -14% | -27% | -3%
Cc1ccc(Cn2c(CNC(=O)Cc3cccc([N+](=O)[O-])c3)nc3cccnc32)cc1 | u | u | -6%
COC(=O)[C@@]1(Cc2ccc(F)cc2)[C@H]2c3cc(C(=O)N4CCCC4)n(CCO)c3C[C@H]2CN1C(=O)c1ccccc1 | u | -22% | -6%
COc1ccc(CNC(=O)CN(C(=O)c2csnn2)c2ccc3c(c2)OCCO3)cc1 | 3% | 10% | -2%
O=C(Cn1nnc(-c2cccc(C(F)(F)F)c2)n1)N1CCOCC1 | -18% | -9% | -2%
CCOC(=O)C1CC(=O)c2ccccc2C1c1ccccc1 (stereo not given) | -15% | u | x

Next results follow.
SMILES | DT40 TDP1 CPT | DT40 TDP1 no CPT | GCN5L2 inh
Cc1ccc(S(=O)(=O)n2nccc2-c2c(-c3ccc(Cl)cc3)noc2C)cc1 | u | 16µM* | -3%
COc1ccc(S(=O)(=O)N2CCCC2CNC(=O)C(=O)Nc2ccc(C)cc2)cc1 (stereo not given) | u | u | -3%
O=C(Nc1ccccc1)c1ccccc1CSc1ccccc1 | 1% | u | -16%
O=C(NCc1cccnc1)/C(=C\c1ccc(-c2ccc(Cl)c(Cl)c2)o1)S(=O)(=O)c1ccccc1 | 4.6µM* | 4.6µM* | -11%
Nc1nc2ncccn2c1-c1ccc(F)c(F)c1 | -1% | 2% | x
O=c1c2ccccc2[nH]c(=S)n1Cc1cccs1 | 8% | -24% | -1%
COc1ccc(S(=O)(=O)N2CCN(C)CC2)cc1NC(=O)c1ccccc1F | 0% | u | -3%
CC(=O)c1ccc(N2CCN(C(=O)C3CCN(S(=O)(=O)c4cn(C)cn4)CC3)CC2)cc1 | -12% | -9% | 8%
C=CCN(C(C(=O)OC)C(C)C)S(=O)(=O)CCNCc1ccccc1 (stereo not given) | u | u | x
COc1ccc(CNCc2ccc([N+](=O)[O-])cc2)cc1OC | -2% | 8% | -1%
CCOc1ccc(-c2cc(C(=O)Nc3ccc(C)c(NS(C)(=O)=O)c3)[nH]n2)c(C)c1 | 18µM* | u | x
O=C(O)c1ccc2c(=O)n3c(nc2c1)/C(=C/c1cccc(O)c1)CC3 | 1% | 1% | -11%

Taken from above.
CC(=O)c1ccc(N2CCN(C(=O)C3CCN(S(=O)(=O)c4cn(C)cn4)CC3)CC2)cc1 in DT40 TDP1 CPT: -12%
COc1ccc(S(=O)(=O)N2CCN(C)CC2)cc1NC(=O)c1ccccc1F in DT40 TDP1 CPT: 0%

Rows were taken by chance. Share with any hit: about 18%.
